TDP1 cell noCPT – qHTS for Inhibitors of human tyrosyl-DNA phosphodiesterase 1 (TDP1): qHTS in cells in absence of CPT. DT40 Tdp1-/- hTDP1 cells, no CPT, ATP luminescence, 48 h. Potency, µM (titrated, usually from 46.2 µM), for the others: at the top dose activity change, negative = growth inhibition, actives largely listed as inhibitors. hit rate 15% among 420,000; also: nearly all actives have a fitted effect of over 55% in size
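Chicken DT40 Tdp1-/- cells stably complemented with human TDP1 were seeded at 400 cells/well with DMSO in place of 20 nM camptothecin. After compound pinning, cells grew at least 48 hr at 37 °C; viability read by CellTiter-Glo luminescence.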
GCN5L2 inh – blocks human GCN5L2 histone acetyltransferase; GCN5L2 HAT assay, ThioGlo1 CoA-SH fluorescence; Q92830; Potency, µM (series often up to 58.9 µM), inactives show top-dose activity change, negative = inhibition, actives largely listed as inhibitors; hit rate 0.21% among 390,000
Target sequence (Q92830 whole entry, looked up): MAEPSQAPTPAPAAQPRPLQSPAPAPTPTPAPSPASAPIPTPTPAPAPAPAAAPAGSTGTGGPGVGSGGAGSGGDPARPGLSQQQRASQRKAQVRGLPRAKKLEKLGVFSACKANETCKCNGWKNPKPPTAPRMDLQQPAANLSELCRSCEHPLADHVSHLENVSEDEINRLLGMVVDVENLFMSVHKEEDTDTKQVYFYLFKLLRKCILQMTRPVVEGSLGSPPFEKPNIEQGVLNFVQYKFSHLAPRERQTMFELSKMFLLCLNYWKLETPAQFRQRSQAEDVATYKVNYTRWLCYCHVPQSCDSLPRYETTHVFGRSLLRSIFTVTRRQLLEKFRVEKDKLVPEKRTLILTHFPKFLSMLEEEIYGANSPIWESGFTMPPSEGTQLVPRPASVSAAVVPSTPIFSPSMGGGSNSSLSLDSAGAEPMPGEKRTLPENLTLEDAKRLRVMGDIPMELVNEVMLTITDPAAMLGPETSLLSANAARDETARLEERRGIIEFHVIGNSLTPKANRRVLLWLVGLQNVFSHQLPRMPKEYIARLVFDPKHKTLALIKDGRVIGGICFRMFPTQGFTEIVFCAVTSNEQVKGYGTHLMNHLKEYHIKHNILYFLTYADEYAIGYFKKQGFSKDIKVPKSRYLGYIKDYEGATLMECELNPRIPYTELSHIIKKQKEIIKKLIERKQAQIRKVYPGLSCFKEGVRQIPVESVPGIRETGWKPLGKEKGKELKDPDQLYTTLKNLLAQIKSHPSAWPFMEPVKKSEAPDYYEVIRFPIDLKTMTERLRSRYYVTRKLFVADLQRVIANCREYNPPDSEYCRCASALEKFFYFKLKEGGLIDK
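Enzyme at 20nM final was mixed with library compounds for 15 min at room temperature. Peptide H3(1-25) at 75uM, acetyl-CoA at 70uM and ThioGlo1 at 50uM were then added. Plates were read immediately and after 20 min (Ex340nm/Em540nm).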
DT40 TDP1 CPT – growth inhibition of DT40 Tdp1-/-;hTDP1 cells with camptothecin (screen for TDP1 inhibitors); hit rate 12% among 420,000; chicken DT40 Tdp1-/-;hTDP1 cells + 20 nM CPT, ATP luminescence, 48 h; Potency, µM (titrated, usually from 46.2 µM), without a hit: at the top dose activity change, negative = growth inhibition, usual class: inhibitors; also: nearly all actives have a fitted effect of over 55% in size
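Cell growth measured by CellTiter-Glo luminescence after a minimum 48 h, 37 C compound exposure with 20 nM CPT in Tdp1-knockout DT40 cells stably expressing hTDP1, seeded 400/well; qHTS titration format.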
An asterisk follows results filed as active; ? = inconclusive; · = not tested or not shown; & = joins results of further samples; [ ] = remark or other dose. Calls follow the shape of the dose curve; as a rule, active = well fitted curve in the direction sought with a large enough effect; inconclusive = small, poorly fitted or top-dose-only effect, or another doubt; inactive = no such curve, though single readings can be large; an effect the other way counts as inactive or inconclusive. % is scaled to controls: 0 for no effect and ±100 for the full control effect; potency is read from the fitted curve at half-maximal effect. An excerpt; count on the stated rates, not on these rows.

SMILES | TDP1 cell noCPT | GCN5L2 inh | DT40 TDP1 CPT
Cc1ccc(S(=O)(=O)N2CCC[C@H]2C(=O)OCCN2C(=O)c3ccccc3C2=O)cc1 | -26% | 3% | -6%
COc1ccc(C(C)=O)cc1COC(=O)Cn1cnc2ccccc2c1=O | 0% | -5% | 10%
O=C(O)c1cc(S(=O)(=O)Nc2ccc3cn[nH]c3c2)ccc1Cl | 2% | -1% | 2%
CCn1nc(NC(=O)c2cccs2)c2cc3ccccc3nc21 | ? | -10% | ?
CCOC(=O)C1=CC[C@@H](c2ccccc2)N(S(=O)(=O)c2ccc(C)cc2)[C@H]1c1ccc(CC)cc1 | 16µM* | · | ?
O=C(c1sccc1-c1ccccc1)N1CCN(S(=O)(=O)c2ccccc2F)CC1 | ? | -7% | 15µM*
COc1ccc(-n2nc(N)c3c(=O)oc(N(C)C)nc32)cc1 | -8% | 16% | 5%
CC(C)CC(N)c1csc(Nc2ccccn2)n1 (centres undefined) | ? | · | 15µM*
O=C1CN(C(=O)COC(=O)/C=C/c2ccc(OC(F)F)cc2)c2ccccc2N1 | -28% | ? | -3%
Clc1nc(NCc2cccs2)c2[nH]cnc2n1 | 11µM* | · | 13µM*
COC(=O)[C@@]1(Cc2ccccc2)[C@H]2C(=O)N(C)C(=O)[C@H]2[C@H]2CN=C(SCc3ccccc3)N21 | ? | -7% | 15µM*
O=C(NC(c1ccc(Cl)cc1)c1cc(Cl)c2cccnc2c1O)c1cccnc1 (centres undefined) | 4.1µM* | 0% | 5.2µM*
Cc1ccc(C)c(NC2=NCC(=O)N2C2CCCCC2)c1 | -4% | -1% | -3%
O=[N+]([O-])c1ccc2c(c1)ncn2CCc1ccccc1 | -4% | -1% | -16%
CCOC(=O)C1(Cc2ccccc2C(F)(F)F)CCN(Cc2ccc(COC)o2)CC1 | 8.2µM* | -2% | 9.2µM*
COc1cccc(-n2c(=S)sc3c(=O)n(-c4ccccc4C)c(SCC(=O)O)nc32)c1 | 19% | 1% | 22%
COc1ccc(C(C(=O)NC2CCCC2)N(C(=O)c2csnn2)C2CC2)cc1 (centres undefined) | -5% | -3% | -11%
CCCCOc1ccc(C(=O)NCC(=O)NCC(c2ccco2)N2CCCCC2)cc1 (centres undefined) | -13% | -2% | ?
COc1ccc(-c2cc3ccccc3n2CC(O)CN2CCOCC2)cc1 (centres undefined) | ? | -6% | -20%
O=C(NC1CC1)c1cccc(Nc2ccc(-c3ccc4c(c3)OCCO4)nn2)c1 | 12µM* | -25% | 21µM*
COCCCN1CC(=O)N2C(c3cccc(OC)c3)c3[nH]c4ccccc4c3C[C@H]2C1=O (some centres undefined) | 9% | 43%[activator] | 1%
C[C@@H]1CN([C@@H](C)CO)C(=O)c2cc(NC(=O)c3ccccc3)ccc2O[C@@H](C)CCCCO[C@@H]1CN(C)S(=O)(=O)c1ccc(F)cc1 | 21µM* | · | ?
CCCCNC(=O)C1(NC(=O)Nc2ccccc2)CCCCC1 | 1% | -19% | 0%
Cn1cccc1C(=S)N=P(C1CCCCC1)(N1CCOCC1)N1CCOCC1 | -12% | -3% | -32%
COc1ccc(N2CC(NS(=O)(=O)c3cccs3)CC2=O)cc1OC (centres undefined) | -19% | -1% | -3%
Oc1ccc(Oc2ccc3c(C(F)(F)F)cc(C(F)(F)F)nc3n2)cc1 | 18µM* | -7% | 15µM*
COc1cc(C(=O)Nc2ccc(NC(=O)c3ccco3)nc2)cc(OC)c1OC | -24% | -6% | ?
COc1ccccc1NC(=O)CSc1ncc(CO)n1Cc1ccc(F)cc1 | ? | 0%&-7% | ?
CCC(C)NC(=O)C1CCN(C(=O)COc2ccc3c4c(c(=O)oc3c2C)CCCC4)CC1 (centres undefined) | -8% | -8% | -28%
COc1ccc(C(=O)NCCS(=O)(=O)N2CCC3(CC2)OCCO3)cc1 | -2% | -2% | 0%
CCc1ccc(NC(=O)COc2ccc(Br)cn2)cc1 | 4% | -5% | -8%
CCC(O)CNC(=O)NC(=C(Cl)Cl)c1ccc(C)c(F)c1 (centres undefined) | 10µM* | -25% | ?
CC1CCCN(C(=O)C(C)Sc2nc(-c3ccccc3)cc(C(F)(F)F)n2)C1 (centres undefined) | ? | -1% | ?
COCCNC(=S)N/N=C(\C)c1ccc(Cl)s1 | 21µM* | -20% | ?
Cc1ccccc1Oc1ccc(S(=O)(=O)NCCC(=O)O)cc1 | -21% | 3% | 5%
CCc1ccc2c(c1)c1nnc(NN)nc1n2CC | 18µM* | 6% | ?
C[C@@]12C(=O)Nc3cc(F)ccc3C(=O)N1[C@H]1c3ccccc3OC[C@@H]1[C@@H]2c1ccccc1 | ? | -9% | ?
COc1ccc(-c2cc(C(=O)O)n(Cc3ccccc3)n2)cc1 | -19% | -4% | -3%
O=C(NCCN1CCCC1=O)Nc1ccccc1 | -10% | 1% | -8%
Cc1ccccc1NC(=O)CSc1nnc(NC(=O)c2ccco2)s1 | ? | -12% | -10%
C/C(CC(=O)Nc1ccc([N+](=O)[O-])cc1)=N\NC(=O)c1ccccc1[N+](=O)[O-] | 7% | -5% | 5%
CN(C)c1ccc(C=c2c3ccccc3n3c2cc(-c2ccc(Cl)cc2)[n+]3C)cc1 | 4.6µM* | · | 4.1µM*
CCc1ccc(-n2cnc3cc(C(=O)NCc4ccc(C)cc4)ccc32)cc1 | 15µM* | 1% | 15µM*
CCc1cccc(CC)c1-n1c(SCC(=O)c2c(N)n(C)c(=O)n(C)c2=O)nnc1-c1cccnc1 | ? | -3% | -6%
COC(=O)c1c(N)sc(C(C)=O)c1C | -16% | -11% | 5%
COc1ccc(OC)c(Nc2cc(C(=O)NCc3ccccc3)c3ccccc3n2)c1 | ? | -20% | ?
COC(=O)c1ccc(NS(=O)(=O)NC(=O)c2c[nH]c3ccccc23)cc1 | 8% | -21% | -8%
O=C(Cc1c[nH]c2ccccc12)NCc1ccc(Cl)cc1 | ? | -11% | -11%
CC(NC(=O)c1ccc(Nc2nc3ccccc3n3nnnc23)cc1)c1ccccc1 (centres undefined) | 7.3µM* | -11% | 13µM*
O=C1CCC(=O)N1CCC(=O)N(C(=O)NC1CCCCC1)C1CCCCC1 | -20% | · | 4%
Additional results follow.
SMILES | TDP1 cell noCPT | GCN5L2 inh | DT40 TDP1 CPT
CC(C)CNC(=O)C(=O)NCC1OCCCN1S(=O)(=O)c1ccc2c(c1)OCCO2 (centres undefined) | -2% | 2% | 5%
NC(=O)c1c(NC(=O)C2COc3ccccc3O2)sc2c1CCN(Cc1ccccc1)C2 (centres undefined) | -25% | -7% | 0%
O=C(/C=C/c1ccc([N+](=O)[O-])cc1)NCc1ccc2c(c1)OCO2 | -8% | -2% | -26%
Cc1ccsc1C(=O)NCCc1ccc(S(N)(=O)=O)cc1 | -6% | -5% | 6%
CC1(C(=O)NS(=O)(=O)c2cccc(OC(F)F)c2)CCN1C(=O)Cc1cccs1 (centres undefined) | 6% | · | -9%
Cc1cccc(C)c1-n1nnnc1C1(C)CCC(=O)N1Cc1cccc(C(F)(F)F)c1 (centres undefined) | 23µM* | · | 23µM*
CC(C)N(Cc1nc(-c2ccc(Cl)cc2)no1)C(=O)c1ccco1 | 23µM* | -7% | ?
CC(C)C(=O)c1ccc(O)c(O)c1 | -18% | -5% | 4%
COc1ccc(CN2CCN(C(=O)c3cccs3)CC2)c(OC)c1OC | -25% | -4% | -24%
C[C@@]12CCC=C[C@H]1[C@H](c1ccc3ccccc3c1)N(Cc1ccccc1)C2=O | ? | 14% | ?
O=C(COC(=O)c1cc(Cl)ccc1O)NCCC1=CCCCC1 | -18% | -2% | -18%
CC(C)(C)NC(=O)Cn1ccc(=N)c2ccccc21 | -14% | -9% | -2%
COc1ccc(-c2nc(CSc3nnc(C)n4c3cc3occc34)c(C)o2)cc1OC | 12µM* | 0% | 10µM*
CNc1cccc2c1C(=O)c1ccccc1C2=O | ? | 18% | -23%
Cn1c(C(=O)N2CCOCC2)cc2c(=O)n3ccccc3nc21 | -5% | -4% | -3%
CC1(C)Cc2c(sc(NC(=O)C3CC(Cl)=CCC3C(=O)O)c2C#N)CO1 (centres undefined) | -2% | -4% | -12%
COc1cc(NC(=O)CCS(=O)(=O)c2ccc(Br)cc2)cc(OC)c1 | ? | -2% | -25%
Cc1cc(C)n2nc(C(=O)N/N=C/c3ccccc3C)nc2n1 | -7% | -9% | -4%
O=C(NCCS(=O)(=O)N1CCN(c2ccc(F)cc2)CC1)c1cccc(C(F)(F)F)c1 | 18µM* | -4% | ?
CC(OC(=O)CNC(=O)c1ccco1)C(=O)Nc1ccc(Cl)cn1 (centres undefined) | -3% | -7% | 4%
CC(=O)C1=C(O)C(=O)N(c2ccccn2)C1c1ccc(Cl)cc1 (centres undefined) | ? | -3% | -1%
Cc1ccc(C)c(N2CCN(c3nc4ccc(C)cc4nc3-n3nc(C)cc3C)CC2)c1 | 9% | -10% | 4%
CCCC(=O)NC(c1ccc(C(C)C)cc1)c1ccc2cccnc2c1O (centres undefined) | 2.3µM* | 0% | 5.2µM*
C=CCn1c(SCC(=O)NCC2CCCO2)nc2scc(-c3ccccc3)c2c1=O (centres undefined) | ? | -1% | 26µM*
COc1ccc(CCC(=O)Nc2ccc(C(=O)c3ccncc3)cc2)cc1 | 5% | 1% | 26%
Cc1cc(Cl)ccc1OCC(=O)N1C(C)CCCC1C (centres undefined) | -17% | 1% | -17%
CN1CCCC(C)(C(=O)Nc2cccc(Oc3ccccc3)c2)C1 (centres undefined) | ? | · | ?
O=C(Nc1ccccc1)C1Cc2ccccc2CN1C(=O)c1ccco1 (centres undefined) | -4% | -2% | 1%
CCOc1ccc(OCc2ccc(C(=O)N(CC)CC)cc2)cc1 | 15µM* | -9% | ?
CC(C)C[C@@]12C(=O)N(c3cccc(Cl)c3)C(=O)N1[C@H](c1ccc(F)cc1)[C@@H]1C(=O)N(C3CCCCC3)C(=O)[C@@H]12 | -25% | -13% | -5%
N#CC1=C(SCC(=O)NC23CC4CC(CC(C4)C2)C3)NC(=O)C(C#N)C12CCCCC2 (centres undefined) | 23µM* | -9% | 18µM*
CC(C)Oc1ccc(S(=O)(=O)N2CCOCC2)cc1NC(=O)Cc1c(F)cccc1Cl | ? | -3% | ?
O=C1NC2c3ccccc3C(=O)N2c2c1cnn2-c1ccccc1 (centres undefined) | ? | -2% | ?
CC(OC(=O)CCCN=C1NS(=O)(=O)c2ccccc21)C(=O)Nc1ccccc1F (centres undefined) | -7% | -2% | -4%
COc1ccc(C2CC(=O)N(CC(=O)NCC3CCCO3)c3ccccc3S2)cc1OC (centres undefined) | -1% | -4% | 8%
Cc1ccc(O)c(NC(=O)c2noc3c2CCc2ccccc2-3)c1 | ? | 2% | ?
O=C1CCCC(O)=C1N=Nc1c(Cl)cc(C(F)(F)F)cc1Cl | -1% | -15% | 4%
COc1ccc2cc(-c3cn4c(n3)sc3cc(F)ccc34)c(=O)oc2c1 | 4% | -4% | -2%
Cc1ccc(NC(=O)c2cc(N3C(=O)C=CC3=O)ccc2N2CCOCC2)cc1 | 2.3µM* | 1% | 0.82µM*

Grouped by structure, the entries above containing a thiophene ring, fused or not
SMILES | TDP1 cell noCPT | GCN5L2 inh | DT40 TDP1 CPT
CCn1nc(NC(=O)c2cccs2)c2cc3ccccc3nc21 | ? | -10% | ?
O=C(c1sccc1-c1ccccc1)N1CCN(S(=O)(=O)c2ccccc2F)CC1 | ? | -7% | 15µM*
Clc1nc(NCc2cccs2)c2[nH]cnc2n1 | 11µM* | · | 13µM*
COc1ccc(N2CC(NS(=O)(=O)c3cccs3)CC2=O)cc1OC (centres undefined) | -19% | -1% | -3%
COCCNC(=S)N/N=C(\C)c1ccc(Cl)s1 | 21µM* | -20% | ?
COC(=O)c1c(N)sc(C(C)=O)c1C | -16% | -11% | 5%
NC(=O)c1c(NC(=O)C2COc3ccccc3O2)sc2c1CCN(Cc1ccccc1)C2 (centres undefined) | -25% | -7% | 0%
Cc1ccsc1C(=O)NCCc1ccc(S(N)(=O)=O)cc1 | -6% | -5% | 6%
CC1(C(=O)NS(=O)(=O)c2cccc(OC(F)F)c2)CCN1C(=O)Cc1cccs1 (centres undefined) | 6% | · | -9%
COc1ccc(CN2CCN(C(=O)c3cccs3)CC2)c(OC)c1OC | -25% | -4% | -24%
CC1(C)Cc2c(sc(NC(=O)C3CC(Cl)=CCC3C(=O)O)c2C#N)CO1 (centres undefined) | -2% | -4% | -12%
C=CCn1c(SCC(=O)NCC2CCCO2)nc2scc(-c3ccccc3)c2c1=O (centres undefined) | ? | -1% | 26µM*

Screening data (PubChem BioAssay)
